Assay outcomes deposited in PubChem by MTDP.
RNase H inhibition: RNase H inhibition, HIV 1 Gag Pol polyprotein, FRET biochemical assay, screening (AID 372); HIV-1 RT RNase H, FRET RNA/DNA substrate fluorescence; higher % means a stronger effect; inhibition, % at 10 µM; hits with a dose series show IC50 in µM; 0.77% of 100,000 active; in the data active means inhibition above about 50%
An asterisk follows results filed as active.

compound: CCN(CC)CCCNC(=O)Cn1cnc2c1c(=O)n(C)c(=O)n2C
  RNase H inhibition = 0%
compound: COC(=O)c1ccccc1NC(=O)CCCOc1ccc(Cl)cc1Cl
  RNase H inhibition = 38%
compound: COC(=O)CSc1nc2sc3c(c2c(=O)n1-c1ccc(OC)cc1)CCN(Cc1ccccc1)C3
  RNase H inhibition = 7%
compound: Cn1cccc1C=Nn1c(-c2ccc(Cl)cc2Cl)n[nH]c1=S
  RNase H inhibition = 0%
compound: COc1ccc(Br)c(C2Nc3ccccc3-c3nnc(SC)nc3O2)c1 (stereo unspecified)
  RNase H inhibition = 18%
compound: CC1(CCc2ccccc2)NC(=S)N(c2ccc(Cl)cc2)N1 (stereo unspecified)
  RNase H inhibition = 11%
compound: O=C(Cc1ccccc1)N=Nc1c(O)[nH]c2c(Br)cc(Br)cc12
  RNase H inhibition = 6%
compound: COC(=O)C1=C(C)N(CC2CCCO2)C(=O)/C1=C\c1cccc(Cl)c1 (stereo unspecified)
  RNase H inhibition = 2%
compound: O=C(Nc1nc(-c2ccccc2)cs1)c1cc2ccccc2oc1=O
  RNase H inhibition = 18%
compound: CCOC(=O)CCN1C(=O)/C(=C/c2ccc(C)cc2)SC1=S
  RNase H inhibition = 0%

compound: C=CCN1C(=O)/C(=C\c2cc(Br)ccc2OC)C(=O)NC1=S
  RNase H inhibition = 8%
compound: CCOC(=O)c1c(NC(=O)c2ccc(F)cc2)sc2c1CC(C)(C)OC2
  RNase H inhibition = 5%
compound: Fc1cccc(C=NN2CCN(C3c4ccccc4-c4ccccc43)CC2)c1
  RNase H inhibition = 28%
compound: c1ccc(Oc2nc(-c3cccnc3)nc3ccccc23)cc1
  RNase H inhibition = 7%
compound: O=C1CC(c2ccccc2)CC(O)=C1C=Nc1ccc(Br)cc1 (stereo unspecified)
  RNase H inhibition = 0%
compound: Cc1cc(C(=O)NC(C)Cc2ccccc2)cc(C)c1N (stereo unspecified)
  RNase H inhibition = 16%
compound: Ic1ccc(N/N=C/c2ccc(N3CCOCC3)cc2)cc1
  RNase H inhibition = 22%
compound: O=C(COc1ccc(OCc2ccccc2)cc1)N/N=C/c1cccc([N+](=O)[O-])c1
  RNase H inhibition = 7%
compound: Clc1cc(Cl)c(N/N=C/C=C/c2ccccc2)c(Cl)c1
  RNase H inhibition = 15%
compound: CCCC(=O)Nc1cccc(-c2cc3ccccc3oc2=O)c1
  RNase H inhibition = 5%

compound: O=C(O)CN1C(=O)/C(=C\c2cccc(Cl)c2)SC1=S
  RNase H inhibition = 0%
compound: Cc1cccc(C)c1OCCOc1ccccc1/C=C1\SC(N)=NC1=O
  RNase H inhibition = 11%
compound: COc1cc(C(=O)Nc2ccc3oc(-c4ccc(F)cc4)nc3c2)cc(OC)c1OC
  RNase H inhibition = 16%
compound: CC(=O)n1c(C=NCc2ccccc2)c(O)c2ccccc21
  RNase H inhibition = 9%
compound: CCCc1c(O)nc(SCCN2CCOCC2)n(-c2ccccc2)c1=O
  RNase H inhibition = 0%
compound: Brc1ccccc1C=NN1CCN(c2ccccn2)CC1
  RNase H inhibition = 10%
compound: COc1ccc(C(=O)CSc2n[nH]c(-c3ccncc3)n2)cc1C
  RNase H inhibition = 5%
compound: Cc1cc2nc(-c3ccc(Cl)c(NC(=O)COc4ccccc4)c3)oc2cc1C
  RNase H inhibition = 6%
compound: Cc1cc(=O)[nH]c(N/N=C/c2cc(Br)ccc2O)n1
  RNase H inhibition = 7%
compound: CS(=O)(=O)N(CC(=O)NC1CCCCC1)c1cccc(C(F)(F)F)c1
  RNase H inhibition = 5%

compound: COc1ccc(OC)c(CN2CCN(Cc3cc(OC)c(OC)cc3[N+](=O)[O-])CC2)c1
  RNase H inhibition = 4%
compound: O=c1/c(=C\c2cccc(Cl)c2Cl)sc2nc3ccccc3n12
  RNase H inhibition = 5%
compound: O=[N+]([O-])c1cc(S(=O)(=O)Nc2cc(Cl)ccc2Cl)ccc1Cl
  RNase H inhibition = 0%
compound: CCNc1cc(Nc2ccccc2)c2c3c(onc13)-c1ccccc1C2=O
  RNase H inhibition = 29%
compound: CC(/C=C/c1ccccc1)=NNc1nc2ccccc2[nH]1
  RNase H inhibition = 9%
compound: CC1(C)CC(CC(=O)O)(c2ccccc2)CCO1 (stereo unspecified)
  RNase H inhibition = 11%
compound: Clc1ccccc1COc1ccc(/C=N/n2cnnc2)cc1
  RNase H inhibition = 26%
compound: O=C(N/N=C/c1cc([N+](=O)[O-])ccc1O)c1cccc(Br)c1
  RNase H inhibition = 1%
compound: C=CCN1C(=O)/C(=C\c2ccc(-c3ccccc3)o2)SC1=S
  RNase H inhibition = 15%
compound: N#Cc1ccc(N=Cc2ccc([N+](=O)[O-])s2)cc1
  RNase H inhibition = 15%

compound: CCOC(=O)c1c(NC(C)=O)sc2c(OCC)c(Br)ccc12
  RNase H inhibition = 20%
compound: NNC(=O)c1cc(-c2cccc3ccccc23)n[nH]1
  RNase H inhibition = 10%
compound: COc1ccc(C2/C(=C(/O)c3ccccc3)C(=O)C(=O)N2c2cccc(Br)c2)cc1OC (stereo unspecified)
  RNase H inhibition = 3%
compound: CCN1/C(=C2/SC(=S)N(C)C2=O)C=Cc2cc(C)ccc21
  RNase H inhibition = 0%
compound: CC1=C(C(=O)OCC(F)(F)F)C(c2ccc(OCc3ccccc3)cc2)NC(=O)N1 (stereo unspecified)
  RNase H inhibition = 0%
compound: O=C(N/N=C\c1ccccc1Cl)c1cncc(Br)c1
  RNase H inhibition = 3%
compound: O=C(/C=C/c1ccc(Cl)cc1)Nc1ccc(-c2nc3ncccc3o2)cc1
  RNase H inhibition = 3%
compound: O=C(COc1ccc2c(-c3ccccc3)cc(=O)oc2c1)OCc1ccccc1
  RNase H inhibition = 2%
compound: COc1ccc(Cl)cc1NC(=O)Cc1ccccc1
  RNase H inhibition = 8%
compound: Cc1ccc(NC(=O)C(=O)NC2CCCCC2)cc1C
  RNase H inhibition = 5%

compound: COc1ccc(C(=O)NC(=S)Nc2ccccc2Cl)cc1Cl
  RNase H inhibition = 7%
compound: Cc1cc(/C=C(\C#N)C(=O)NCc2ccco2)c(C)n1-c1cccc(Cl)c1
  RNase H inhibition = 14%
compound: COc1cc(OC)cc(C(=O)N2CCN(CCCc3ccccc3)CC2)c1
  RNase H inhibition = 12%
compound: O=[N+]([O-])c1cc(Cl)ccc1N1CCN(S(=O)(=O)c2ccccc2)CC1
  RNase H inhibition = 0%
compound: Cc1ccc(Cl)cc1N(Cc1ccc(C(=O)N2CCCC2)cc1)S(=O)(=O)c1ccccc1
  RNase H inhibition = 17%
compound: C/C(=N\NC(=O)CNC(=O)c1cccc(F)c1)c1ccccc1
  RNase H inhibition = 9%
compound: O=C(Nc1ccc(S(=O)(=O)N2CCCCC2)cc1)c1ccccc1Cl
  RNase H inhibition = 57%*
compound: COc1ccc(CN2CCN(Cc3ccc(OC)c(OC)c3)CC2)cc1
  RNase H inhibition = 12%
compound: CCOC(=O)c1sc(NC(=O)c2ccc(C(C)(C)C)cc2)nc1C
  RNase H inhibition = 14%
compound: O=S(=O)(c1ccc(F)cc1)N1CCCC1
  RNase H inhibition = 15%

compound: CCCCN(CCCC)CCNC(=O)C(=O)NCc1ccccc1
  RNase H inhibition = 8%
compound: O=c1nc2s/c(=C\c3cn(-c4ccccc4)nc3-c3cccc([N+](=O)[O-])c3)c(=O)n2nc1Cc1ccccc1
  RNase H inhibition = 0%
compound: O=C(N/C(=C/c1ccc(Br)cc1)C(=O)N1CCOCC1)c1ccccc1
  RNase H inhibition = 10%
compound: CCC1=NN(C(=O)c2ccccc2)C(O)(c2ccc(Br)cc2)C1 (stereo unspecified)
  RNase H inhibition = 24%
compound: O=C(O)c1cc(N2C(=O)C3C4c5ccccc5C(c5ccccc54)C3C2=O)ccc1N1CCCCC1 (stereo unspecified)
  RNase H inhibition = 5%
compound: CN(C)c1nnc(-c2ccccc2)c(-c2ccccc2)n1
  RNase H inhibition = 6%
compound: NC(=O)c1ccc(NC(=O)CCN2C(=O)c3ccccc3C2=O)cc1
  RNase H inhibition = 2%
compound: CC1=CC(C)(C)NC(=S)N1c1cccc(C(=O)/C=C/c2ccccc2)c1
  RNase H inhibition = 2%
compound: S=C(Nc1ccc2nc3c4ccccc4c4ccccc4c3nc2c1)N1CCOCC1
  RNase H inhibition = 28%
compound: CC1(C)CC(=O)c2c(oc3ccc(NS(=O)(=O)c4cccc([N+](=O)[O-])c4)cc23)C1
  RNase H inhibition = 0%

compound: Cc1ccc(S(=O)(=O)NC(C)(C)CN2CCCCC2)cc1
  RNase H inhibition = 12%
compound: O=C(NCCN1CCOCC1)c1sc2ccccc2c1Cl
  RNase H inhibition = 3%
compound: CC1(C)Cc2c(sc3nc(NN)nc(NN)c23)CO1
  RNase H inhibition = 0%
compound: COc1ccc(CNC(Cc2ccccc2)c2ccccc2)c(OC)c1OC (stereo unspecified)
  RNase H inhibition = 0%
compound: O=C1NC(=O)N(c2ccc(Br)cc2)C(=O)/C1=C/c1ccc(N2CCCC2)o1
  RNase H inhibition = 11%
compound: COc1ccc(C(=O)Nc2cccc(Cl)c2C)c(OC)c1
  RNase H inhibition = 28%
compound: CCCCCCOC(=O)C1=C(C)NC(=O)NC1c1cccc(Cl)c1 (stereo unspecified)
  RNase H inhibition = 25%
compound: CCCOC(=O)c1ccc(NC(=O)c2cccc3ccccc23)cc1
  RNase H inhibition = 0%
compound: COc1ccc(N=Cc2cccs2)cc1
  RNase H inhibition = 2%
compound: Cc1ccccc1NS(=O)(=O)c1cc(Cl)ccc1Cl
  RNase H inhibition = 34%

compound: CCCCCCCc1ccc(C(=O)NNC(=O)c2ccc(-c3ccccc3)cc2)cc1
  RNase H inhibition = 11%
compound: Cc1ccccc1Oc1ccc(-c2nc(N)nc(N)n2)cc1
  RNase H inhibition = 15%
compound: CCN=C(Nc1ccc2c(c1)OCO2)SC1CC(=O)N(c2cccc(Cl)c2)C1=O (stereo unspecified)
  RNase H inhibition = 3%
compound: O=C(Nc1ccccc1C(=O)NCCc1ccccc1)c1ccco1
  RNase H inhibition = 8%
compound: Cc1ccc(/C=N/NC(=O)c2cccnc2)cc1
  RNase H inhibition = 0%
compound: COc1ccc(C2=C/C(=C/c3ccc4c(c3)OCO4)C(=O)O2)c(OC)c1
  RNase H inhibition = 1%
compound: O=C(Nc1ncc(Cc2ccc(Cl)cc2)s1)c1cccc2ccccc12
  RNase H inhibition = 8%
compound: CCOc1ccccc1NC(=O)CSCc1ccccc1
  RNase H inhibition = 5%
compound: CCOc1ccc(N(CC(=O)N2CCOCC2)S(C)(=O)=O)cc1
  RNase H inhibition = 13%
compound: CN(C)c1ccc(-c2nc3cc(NC(=S)NC(=O)c4ccco4)ccc3o2)cc1
  RNase H inhibition = 11%

compound: Cc1ccc(S(=O)(=O)NCCCNc2ccc([N+](=O)[O-])cc2)cc1
  RNase H inhibition = 0%
compound: CC(=O)Nc1cc(N=Cc2cc([N+](=O)[O-])ccc2O)c(Cl)cc1Cl
  RNase H inhibition = 7%
compound: COc1cccc(OCCCOc2ccc3ccccc3c2)c1
  RNase H inhibition = 21%
compound: O=C(c1ccccc1F)N1CCN(c2ccc([N+](=O)[O-])c(NC3CC3)c2)CC1
  RNase H inhibition = 0%
compound: Cc1ccc(CN2CCN(/N=C\c3ccc(O)cc3O)CC2)cc1
  RNase H inhibition = 15%
compound: COC(=O)c1ccccc1NC(=S)NC(=O)c1ccc(Cl)cc1
  RNase H inhibition = 15%
compound: O=C(NCc1ccco1)C(=O)N1CCCC1
  RNase H inhibition = 6%
compound: Oc1[nH]c2ccccc2c1C=NCCc1cccc(F)c1
  RNase H inhibition = 0%
compound: CCCCOc1ccc(/C=C(\C#N)c2nc(-c3ccc(C)cc3C)cs2)cc1
  RNase H inhibition = 9%
compound: COC(=O)Cn1c(=N)n(Cc2ccc(C)cc2)c2ccccc21
  RNase H inhibition = 0%

compound: COC(=O)C1=C(C)NC(=O)CC1c1ccccc1OCc1ccccc1 (stereo unspecified)
  RNase H inhibition = 18%
compound: Cn1c(=O)[nH]c(=O)c2c1nc1n2CC(COc2ccccc2)O1 (stereo unspecified)
  RNase H inhibition = 11%
compound: O=C(NCCCCc1ccccc1)c1ccccc1F
  RNase H inhibition = 3%
compound: CCOc1cc(/C=N/n2cnnc2)ccc1OCc1cccc2ccccc12
  RNase H inhibition = 0%
compound: CCOC(=O)CSc1nc2c(c(=O)n1CC1CCCCC1)C1(CCCC1)Cc1ccccc1-2
  RNase H inhibition = 0%
compound: Brc1ccc(Oc2ncnc3sc4c(c23)CCCC4)cc1
  RNase H inhibition = 20%
compound: C=CCOc1ccccc1/C=C1/C(=O)ON=C1c1ccc(Cl)cc1
  RNase H inhibition = 29%
compound: O=[N+]([O-])c1ccc(CNCC2(c3ccccc3)CCCC2)cc1
  RNase H inhibition = 18%
compound: Cc1ccc(C(=O)NC(=S)Nc2ccccc2C(F)(F)F)cc1
  RNase H inhibition = 10%

Some of the compounds tested. The share of hits here may be higher or lower than overall.
